Runt-CBFb FRET = inhibitors of human RUNX1 Runt domain binding to CBFb. Cerulean-Runt/Venus-CBFb FRET ratio 530/480, 1 h. 0.46% of 220,000 active. inhibition, % at 20 µM. Q01196+Q13951;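 active = inhibition over about 50% at 20 µM in the single-dose screen, limit read from the data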;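 also: 0% = DMSO wells and 100% = excess unlabeled CBFb competitor control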
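Assay system: Cerulean-Runt domain fusion protein, energy donor; Signal: fluorescence energy transfer, 422 nm excitation, 530/480 nm emission; Timing: 1 h compound exposure, room temperature; Control set: unlabeled CBFb; Medium: Tris buffer pH 7.5 with salts and BSA; Compound: single test concentration of 20 µM, 1% DMSO final; Probe or stimulus: Venus-CBFb 100 nM.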
NCF1 inh = p47phox (human) inhibition; 0.53% of 220,000 active; AID 1274; p47phox/p22phox peptide binding, fluorescence polarization, 2 h; inhibition, % at 24.7 µM; P14598;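 active = inhibition above about 30%, limit read from the data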;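 also: 0% = p47phox with labelled peptide and 100% = labelled peptide alone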
Runt-SMMHC FRET = Runt domain-CBFb-SMMHC interaction inhibition | Q01196+Q13951 | Cerulean-Runt/Venus-CBFb-SMMHC FRET ratio 530/480, 1 h | inhibition, % at 20 µM | 0.74% of 220,000 active | AID 1434;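 active = mean inhibition across duplicate retests at 20 µM reaching about 50%, limit read from the data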;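 also: 0% = DMSO wells and 100% = wells with excess untagged CBFb-SMMHC; inhibitors lower the FRET ratio by blocking Runt binding to CBFb-SMMHC; some results filed as inactive read as strong as hits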
EBV gp42 block = inhibitors of Epstein-Barr virus glycoprotein 42; Q1HVG2; Fluorescence polarization binding assay, mP read-out; inhibition, % (tested at 21.74 µM); 0.42% of 220,000 active; AID 1085; in the data active = inhibition above about 50%
Target sequence (Q1HVG2 whole entry, looked up): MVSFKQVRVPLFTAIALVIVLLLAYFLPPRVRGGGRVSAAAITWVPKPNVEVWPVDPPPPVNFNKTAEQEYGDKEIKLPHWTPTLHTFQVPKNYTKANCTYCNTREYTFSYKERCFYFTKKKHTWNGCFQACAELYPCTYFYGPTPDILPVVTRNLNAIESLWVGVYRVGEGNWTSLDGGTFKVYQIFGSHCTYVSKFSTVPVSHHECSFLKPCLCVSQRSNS
TbHK1 inh = blocks Trypanosoma brucei hexokinase 1 activity; recombinant TbHK1, G6PDH-coupled NADH A340; inhibition, % at 10 µM; 0.11% of 220,000 active;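 active = inhibition of 50% or more in the single-dose primary screen; inactive = inhibition below 50%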
RBBP9 inhibitor = blocks human serine hydrolase RBBP9; AID 1515; inhibition, % at 7.94 µM; recombinant RBBP9, FP-Rh probe fluorescence polarization; 0.2% of 220,000 active; O75884;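 active = inhibition above the campaign mean of all tested compounds plus 3 SD, cut at about 14% in these data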;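 also: plate controls were DMSO wells with RBBP9 for no effect and wells lacking RBBP9 protein for full effect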
Target sequence (O75884 whole entry, looked up): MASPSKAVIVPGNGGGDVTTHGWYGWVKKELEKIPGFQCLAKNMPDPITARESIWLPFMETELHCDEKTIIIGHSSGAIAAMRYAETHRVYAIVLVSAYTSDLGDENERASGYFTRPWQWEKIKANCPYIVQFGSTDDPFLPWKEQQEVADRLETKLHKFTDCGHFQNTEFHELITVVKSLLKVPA
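Assay system: recombinant human RBBP9; Reagent: Serine-hydrolase probe FP-Rh, 375 nM pre-mixing; Doses: 7.94 µM single dose, 0.794% DMSO; Incubation: 30 min then 45 min, 25 °C; Detection: fluorescence polarization (mP), excitation 525 nm, emission 598 nm; Evaluation: percent inhibition from mP, scaled between DMSO and no-protein wells.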
Furin inhibitor = blocks human furin protease activity. purified furin, fluorogenic substrate cleavage. inhibition, % at 30 µM. 0.061% of 220,000 active. AID 463115; in the data active = inhibition above about 25%; also: inactives centre near -15
Target sequence (P09958 108-714 limits assumed): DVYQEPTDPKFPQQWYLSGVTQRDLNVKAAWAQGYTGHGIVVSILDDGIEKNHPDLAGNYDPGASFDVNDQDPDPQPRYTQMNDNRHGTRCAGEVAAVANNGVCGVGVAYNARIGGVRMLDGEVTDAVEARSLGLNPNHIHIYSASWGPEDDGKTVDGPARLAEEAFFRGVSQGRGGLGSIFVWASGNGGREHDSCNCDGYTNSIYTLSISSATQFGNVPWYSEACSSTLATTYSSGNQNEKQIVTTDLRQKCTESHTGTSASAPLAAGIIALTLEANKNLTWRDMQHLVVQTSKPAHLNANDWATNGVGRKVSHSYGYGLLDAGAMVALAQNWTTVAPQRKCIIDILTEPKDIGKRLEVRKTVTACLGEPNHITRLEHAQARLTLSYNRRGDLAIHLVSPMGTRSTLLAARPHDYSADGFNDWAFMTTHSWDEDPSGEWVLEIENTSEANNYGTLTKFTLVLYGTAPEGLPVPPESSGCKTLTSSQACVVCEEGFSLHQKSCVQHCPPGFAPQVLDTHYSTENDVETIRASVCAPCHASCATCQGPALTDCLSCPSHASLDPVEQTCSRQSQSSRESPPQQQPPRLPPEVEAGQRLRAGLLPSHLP
m-calpain inh = blocks pig calpain II enzyme activity; purified calpain II, fluorogenic peptide substrate, 30 min; inhibition, % at 16 µM; 0.37% of 220,000 active; AID 1236;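 active = inhibition above about 50%, limit read from the data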
p97 inhibitor = inhibitors of human p97 ATPase; recombinant p97 ATPase, Kinase-Glo ATP luminescence, 3 h; 0.42% of 220,000 active; P55072; inhibition, % at 8 µM; in the data active = inhibition above about 15%;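 also: 0% = DMSO vehicle and 100% = wells lacking enzyme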
Numbers without * were called inactive; [ ] = remark or other dose. Outcome played no part in choosing rows (roughly 2.7% active in at least one column).

nr | Runt-CBFb FRET | NCF1 inh | Runt-SMMHC FRET | EBV gp42 block | TbHK1 inh | smiles | RBBP9 inhibitor | Furin inhibitor | m-calpain inh | p97 inhibitor
1 | 0 | -2 | 1 | -1 | 0 | Cc1cccnc1CN1CCN(Cc2nc(Cc3cccc(F)c3)no2)CC1 | -6 | -24 | 13 | -3
2 | -4 | -17 | -9 | -5 | -2 | O=C(CCc1nc2ccccc2c(=O)[nH]1)OCc1nnc(-c2ccccc2)o1 | 1 | -25 | -58 | 4
3 | 3 | -13 | -1 | -8 | -2 | COc1ccc(/C(C)=N/NC(=O)c2ccccc2OCc2ccccc2)c(OC)c1 | 3 | -18 | 13 | 0
4 | 0 | 0 | 1 | -3 | -42 | COc1ccc2c(c1)c(C(=O)N/N=C/c1ccc(OC)c(OC)c1)c(C)n2C | -3 | -6 | 32 | -4
5 | 37 | -4 | 38 | -4 | -14 | N#CC1=C(N)NC(=S)C(C(N)=O)C1c1ccc([N+](=O)[O-])cc1 (stereo not given) | 7 | -18 | 19 | -3
6 | 0 | -13 | 6 | -13 | -8 | O=c1c2ccccc2[nH]c(=S)n1CCc1ccccc1 | -2 | -14 | 3 | 3
7 | 1 | 11 | -7 | 5 | -14 | Cc1c(NC(=O)/C(=C/c2cccs2)NC(=O)c2ccccc2)c(=O)n(-c2ccccc2)n1C | -8 | 8 | 13 | -7
8 | -11 | -23 | -17 | 3 | -11 | COc1cc(/C=C2\SC(=Nc3ccccc3)N(Cc3ccco3)C2=O)ccc1OC(C)C(=O)O (stereo not given) | -7 | 2 | -17 | -5
9 | -1 | 0 | 0 | -3 | -6 | O=C(NCc1ccccc1)C1=C[C@H](C2CC2)C[C@H](OCc2ccc(CO)cc2)O1 | 2 | -5 | -6 | -3
10 | 0 | -10 | 4 | -5 | -10 | COc1ccc(N2CCc3c(C)nc4c(OC)cccc4c32)cc1 | -9 | 7 | 17 | 5
11 | 0 | 2 | -5 | -6 | -7 | COc1ccc(C)cc1NC(=O)C(=O)NNC(=O)COc1ccc(Cl)cc1 | 0 | -27 | -11 | 7
12 | -1 | -5 | 3 | -8 | -2 | CC(C)N=C1SC(CC(=O)Nc2ccccc2)C(=O)N1C(C)C (stereo not given) | -8 | -22 | -24 | -1
13 | -5 | -4 | -13 | 3 | 0 | CC(C)CCn1nnnc1CN1CCN(C(c2ccccc2)c2ccccc2)CC1 | -6 | -22 | 20 | 1
14 | 0 | -1 | -2 | -2 | -9 | CC1CCc2c(C(=O)Nc3ccccn3)csc2C1 (stereo not given) | -8 | -25 | 7 | -2
15 | 0 | -18 | -4 | -9 | -30 | Cc1c(/C=N\NC(=O)C2COc3ccccc3O2)c2ccccc2n1C (stereo not given) | -5 | -11 | 7 | 5
16 | -1 | 2 | 4 | -16 | 6 | COC(=O)C(OC(=O)c1ccc(OC)cc1)C(=O)OC | 1 | -22[20 µM] | -14 | 1
17 | -3 | -4 | -4 | -11 | -23 | O=C(/C=C\c1cccs1)c1c(O)ccc2ccc(=O)oc12 | -5 | -17 | -56 | 4
18 | -2 | -7 | 4 | -20 | 0 | CCOc1ccc(NC(=O)c2cccc(-n3cnnn3)c2)cc1 | -8 | -12 | -30 | 2
19 | 1 | -8 | -6 | -29 | 2 | COc1cc2c(cc1NC(=O)COC(=O)c1ccccc1)oc1ccccc12 | -7 | -18 | -8 | 4
20 | -1 | -14 | -4 | -15 | -3 | O=S(=O)(Cc1ccccc1)N1CCCc2ccccc21 | 3 | -20 | -7 | 4
21 | 1 | -13 | 1 | 6 | -25 | CCN(CC)c1cc(C)c2cc(NC(=O)c3cccs3)ccc2n1 | -8 | -5 | -23 | 7
22 | 3 | -3 | 0 | -1 | -9 | CC1CCN(C(=S)NC(=O)c2ccccc2)CC1 | -4 | -16[20 µM] | 0 | 4
23 | -1 | -6 | 2 | -2 | 2 | CCOC(=O)C(NC(=O)c1ccccc1)(OCc1ccc(F)cc1)C(F)(F)F (stereo not given) | -2 | -3 | 29 | -7
24 | -1 | -1 | 0 | -22 | -1 | COCc1cnc(C)nc1N | -6 | -4 | 15 | 9
25 | -2 | -8 | -4 | -26 | -1 | CC(NS(=O)(=O)c1ccc(F)cc1)C(=O)NCc1ccncc1 (stereo not given) | 4 | -24[20 µM] | -19 | 6
26 | -1 | -7 | -1 | -20 | -1 | O=C(CSc1nnc(SCc2ccccc2)s1)N/N=C/c1ccc(C(=O)O)cc1 | -10 | -16 | -5 | 3
27 | -1 | -14 | 0 | -4 | -9 | C/C(=N\NC(=O)Cn1nc(C)c([N+](=O)[O-])c1C)c1ccco1 | -7 | -21 | -8 | 3
28 | 0 | -7 | -2 | -2 | -12 | O=C(NCCCN1CCOCC1)c1ccc(-n2nc(C(F)(F)F)cc2-c2cccs2)cc1 | 2 | -8[20 µM] | -55 | -5
29 | -6 | 1 | -12 | 8 | -16 | CC(=O)C1C(=O)C=C(c2cccs2)CC1c1ccccc1 (stereo not given) | -10 | -14 | 11 | -3
30 | 2 | -28 | -2 | -15 | 0 | CC(=O)Nc1ccc(S(=O)(=O)Nc2cccc(NC(=O)c3ccco3)c2)cc1 | -3 | -23 | 13 | 4
31 | 0 | 13 | -3 | -15 | -5 | CCOCC(=O)Nc1ccc(C)c(Cl)c1 | -4 | -17[20 µM] | 28 | 3
32 | 16 | -18 | 0 | -12 | 16 | O=C(O)CCNc1ccc(Cl)cc1 | -6 | 13 | -10 | 8
33 | 1 | -34 | -2 | -14 | 2 | O=C(Nc1nc2ccc(Cl)cc2s1)[C@@H]1CCCN1C(=O)c1cccs1 | -3 | -36 | -8 | 4
34 | 1 | -12 | -3 | 2 | -11 | CC(NC(=O)COC(=O)/C=C/c1ccco1)c1ccccc1 (stereo not given) | -7 | -23 | 19 | -1
35 | 30 | -1 | 3 | -7 | 17 | S=C1SCN(Cc2ccco2)CN1Cc1ccco1 | -7 | -38 | -10 | 4
36 | -2 | 0 | -7 | -16 | -7 | c1ccc(-c2ccnc3nc(-n4cccc4)nn23)cc1 | -7 | -14[20 µM] | 18 | 1

Some of these compounds in order of number of heavy atoms, rising.
nr | Runt-CBFb FRET | NCF1 inh | Runt-SMMHC FRET | EBV gp42 block | TbHK1 inh | smiles | RBBP9 inhibitor | Furin inhibitor | m-calpain inh | p97 inhibitor
24 | -1 | -1 | 0 | -22 | -1 | COCc1cnc(C)nc1N | -6 | -4 | 15 | 9
32 | 16 | -18 | 0 | -12 | 16 | O=C(O)CCNc1ccc(Cl)cc1 | -6 | 13 | -10 | 8
31 | 0 | 13 | -3 | -15 | -5 | CCOCC(=O)Nc1ccc(C)c(Cl)c1 | -4 | -17[20 µM] | 28 | 3
22 | 3 | -3 | 0 | -1 | -9 | CC1CCN(C(=S)NC(=O)c2ccccc2)CC1 | -4 | -16[20 µM] | 0 | 4
35 | 30 | -1 | 3 | -7 | 17 | S=C1SCN(Cc2ccco2)CN1Cc1ccco1 | -7 | -38 | -10 | 4
36 | -2 | 0 | -7 | -16 | -7 | c1ccc(-c2ccnc3nc(-n4cccc4)nn23)cc1 | -7 | -14[20 µM] | 18 | 1
29 | -6 | 1 | -12 | 8 | -16 | CC(=O)C1C(=O)C=C(c2cccs2)CC1c1ccccc1 (stereo not given) | -10 | -14 | 11 | -3
34 | 1 | -12 | -3 | 2 | -11 | CC(NC(=O)COC(=O)/C=C/c1ccco1)c1ccccc1 (stereo not given) | -7 | -23 | 19 | -1
25 | -2 | -8 | -4 | -26 | -1 | CC(NS(=O)(=O)c1ccc(F)cc1)C(=O)NCc1ccncc1 (stereo not given) | 4 | -24[20 µM] | -19 | 6
21 | 1 | -13 | 1 | 6 | -25 | CCN(CC)c1cc(C)c2cc(NC(=O)c3cccs3)ccc2n1 | -8 | -5 | -23 | 7
33 | 1 | -34 | -2 | -14 | 2 | O=C(Nc1nc2ccc(Cl)cc2s1)[C@@H]1CCCN1C(=O)c1cccs1 | -3 | -36 | -8 | 4
23 | -1 | -6 | 2 | -2 | 2 | CCOC(=O)C(NC(=O)c1ccccc1)(OCc1ccc(F)cc1)C(F)(F)F (stereo not given) | -2 | -3 | 29 | -7
26 | -1 | -7 | -1 | -20 | -1 | O=C(CSc1nnc(SCc2ccccc2)s1)N/N=C/c1ccc(C(=O)O)cc1 | -10 | -16 | -5 | 3
28 | 0 | -7 | -2 | -2 | -12 | O=C(NCCCN1CCOCC1)c1ccc(-n2nc(C(F)(F)F)cc2-c2cccs2)cc1 | 2 | -8[20 µM] | -55 | -5

Next part
nr | Runt-CBFb FRET | NCF1 inh | Runt-SMMHC FRET | EBV gp42 block | TbHK1 inh | smiles | RBBP9 inhibitor | Furin inhibitor | m-calpain inh | p97 inhibitor
37 | 1 | -7 | 1 | 5 | 16 | Cc1ccc(N=C(NOCc2ccc(Cl)cc2Cl)c2nonc2N)c(C)c1 | -19 | -2[20 µM] | 5 | -7
38 | 4 | -5 | -5 | -3 | -27 | COc1ccc(C(=O)NC(=S)Nc2nc(C)c(C(=O)N(C)C)s2)cc1 | -4 | -10[20 µM] | 20 | 3
39 | -3 | -4 | 2 | -9 | -3 | CC(=O)N1CC=CC1(CC(C)C)C(=O)NCc1cc(F)cc(C(F)(F)F)c1 (stereo not given) | -10 | -20 | -5 | 0
40 | 8 | -12 | 1 | -6 | -27 | Cc1cc(N2C(=O)C(O)=C(C(=O)c3cccs3)C2c2ccc(F)cc2)no1 (stereo not given) | -7 | 2 | -4 | -4
41 | 4 | -11 | -3 | 11 | 7 | O=C(CC1CC2CCC1C2)Nc1nc(-c2ccccn2)cs1 (stereo not given) | -4 | 2 | 15 | -4
42 | -2 | -1 | -6 | -15 | -9 | CCCCn1c(CCC)nc([N+](=O)[O-])c1Sc1ccc(Cl)cn1 | 2 | -11[20 µM] | -2 | 4
43 | -4 | -6 | 2 | -13 | -37 | COc1ccc(CCN2CC(C#N)=C3c4cc(OC)c(OC)cc4CCN3C2)cc1OC | -8 | -10 | 0 | -4
44 | 28 | 5 | 7 | 18 | -12 | COc1ccc(Cl)cc1C(Nc1cccnc1)c1ccc2cccnc2c1O (stereo not given) | 5 | -15 | -90 | 8
45 | -3 | 10 | -2 | 4 | 9 | COc1ccc(OC)c(NC(=O)C(=O)NNC(=O)COc2ccc(Br)cc2C)c1 | -12 | 2 | -105 | -6
46 | 0 | -7 | 6 | -15 | 2 | NC(=O)CSCc1cccc(Br)c1 | -4 | -18 | -13 | 6
47 | -2 | -20 | -2 | -19 | -1 | COc1ccc(-n2nnnc2SCC(=O)c2ccc3c(c2)OCCO3)cc1 | 2 | -14[20 µM] | -12 | 1
48 | 1 | -8 | -2 | 5 | 2 | COCCNC(=O)c1ccccc1NC(=O)c1cccc([N+](=O)[O-])c1C | -3 | -14 | -57 | 4
49 | -2 | -5 | 1 | -9 | 0 | COC(=O)[C@H](C)NC(=O)Nc1ccccc1C(F)(F)F | -4 | -18 | -38 | 2
50 | -2 | -8 | 2 | -13 | -9 | CSc1sc(C(=O)OC(C)C)c2c1C(=O)CC(C)(C)C2 | -10 | -15 | -3 | 3
51 | 2 | -10 | 1 | -14 | -3 | Cc1nc2ccc(-c3nc4ccccc4o3)cc2[nH]1 | -8 | -12[20 µM] | -66 | 12

Assay outcomes deposited in PubChem BioAssay by several laboratories.
